Screening results (PubChem BioAssay)
RSV CPE inhibition: RSV antiviral activity via CPE protection, HEp-2 cells, primary 10 µM value included (AID 2391); HEp-2 cells, RSV-induced CPE inhibition; higher % means a stronger effect; CPE inhibition, % at 10 µM, or IC50 in µM where a hit was titrated; 310,000 tested, 0.13% active; in the data active = a potency from the dose series; inconclusive = CPE inhibition mostly from about 23% at the one dose, without a potency; inactive = the rest, 99 in 100 with CPE inhibition below about 21%; note: strong numbers were not always called active
K1F lysis inhibition: inhibition of K1F phage lysis, E. coli UTI89, bacterial capsule biogenesis inhibitors, alamar blue (AID 488966); inhibition, % at 100 µM; hits with a dose series show IC50 in µM; E. coli UTI89 K1F phage lysis, alamar blue, 2 h; higher % means a stronger effect; 340,000 tested, 0.02% active;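 active = phage lysis inhibition, versus mean bacterial control, above a set limit; inconclusive = no clear call, values can overlap the other calls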;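 note: capsule biogenesis inhibitors block K1F phage lysis so surviving cells raise fluorescence; higher fluorescence means more inhibition of phage lysis; actives were called in the ten point dose series up to 300 µM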
Myeloid diff MLP: promotes myeloid progenitor differentiation. ER-HoxA9 myeloid progenitors, lysozyme-GFP differentiation, flow cytometry. calls only at 10 µM. 360,000 tested, 1% active;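 active = normalized GFP-positive differentiation at or above the plate's own cutoff, the solvent-only control mean plus 3 SD; inconclusive = no clear call, values can overlap the other calls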;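 note: cells exposed to compound for four days before flow analysis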
NTR1 ag: NTR1-driven beta-arrestin-GFP spot formation – imaging, U2OS cells, high content, primary screen (AID 493036); P30989; activation, % at 20 µM; 330,000 tested, 0.17% active; agonist mode;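 active = activation at or above 40% of the spot to cytoplasm intensity ratio, with at least 20 cells analyzed; inconclusive = wells under 20 cells, flagged as cytotoxic or low count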;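 note: 0% = DMSO without peptide and 100% = 100 nM NTR1 peptide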
Target sequence (P30989 whole entry, looked up): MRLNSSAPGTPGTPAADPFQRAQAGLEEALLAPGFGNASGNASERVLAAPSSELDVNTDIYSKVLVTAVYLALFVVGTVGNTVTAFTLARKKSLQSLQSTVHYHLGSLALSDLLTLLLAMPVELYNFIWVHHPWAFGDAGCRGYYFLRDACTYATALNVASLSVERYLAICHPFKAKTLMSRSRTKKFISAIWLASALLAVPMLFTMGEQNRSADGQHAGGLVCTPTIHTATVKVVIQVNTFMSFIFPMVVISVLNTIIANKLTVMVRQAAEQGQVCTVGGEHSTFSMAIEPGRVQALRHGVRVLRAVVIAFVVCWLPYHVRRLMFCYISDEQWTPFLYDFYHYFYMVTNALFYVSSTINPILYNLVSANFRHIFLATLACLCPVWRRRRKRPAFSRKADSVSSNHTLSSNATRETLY
T cell modulator: T cell immune modulators affecting CD8 T cell-vesicle binding; 2C CD8+ T cell-vesicle binding, flow cytometry; stronger effect = lower value; calls only at 7 µM; 330,000 tested, 0.068% active;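 active = response, share of CD8 T cells binding vesicles, and their 90th percentile fluorescence all below set limits, cut at about 80% in these data, passing the limit was not always enough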
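Material: 2C TCR transgenic mouse naive CD8+ T cells, MACS-purified. Also added: QL9-charged Drosophila Ld/ICAM-1/B7-1 vesicles. Timing: binding 1.5 h at 37 °C. Measured by: high-throughput flow cytometry with anti-B7-1 and anti-CD8 staining. Read-out: percent CD8+ FL2 mean versus row control. Controls: Unloaded micro-vesicles (low), QL9 vesicles with 0.7% DMSO (high).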
SV40 large T antigen: SV40 large T antigen inhibitors, biochemical (AID 1903). 310,000 tested, 0.39% active. SV40 large T antigen ATPase/helicase inhibition assay; higher % means a stronger effect. inhibition, % at 20 µM, or IC50 in µM where a hit was titrated; in the data active = a potency from the dose series; inconclusive = inhibition mostly from about 32% at the one dose, without a potency; inactive = the rest, 99 in 100 with inhibition below about 32%; note: strong numbers were not always called active
PhoP inhibition: inhibitors of PhoP regulon expression, primary screen, Salmonella Typhimurium, GFP reporter (AID 1863); S. Typhimurium PhoP-regulated promoter GFP reporter, 4 h; higher % means a stronger effect; inhibition, % at 50 µM; hits with a dose series show IC50 in µM; 300,000 tested, 0.16% active;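 active = inhibition over 29.93%, a cutoff 3 SD above the screen mean, later confirmed by dose response; inconclusive = inhibition over 29.93% but no dose response follow-up; inactive = inhibition at most 29.93% or unconfirmed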;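 note: 0% = low Mg2+ inducing control and 100% = high Mg2+ repressing control; strong numbers were not always called active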
TNAP activation fold: stimulation of alkaline phosphatase TNAP activity – biochemical, luminescent, no phosphate acceptor, uHTS, primary screen (AID 1001); purified TNAP, luminescent activation assay, no phosphate acceptor; higher activation fold means a stronger effect; activation fold at 20 µM, or EC50 in µM where a hit was titrated; 200,000 tested, 0.03% active; in the data active = activation fold from about 3, or a potency from the dose series; inactive = the rest, 99 in 100 with activation fold below about 1.6; note: many of its hits are not listed in these tables
Rac1 GTP hydrolysis: MgcRacGAP GTPase-activating activity inhibitors, confirmation, biochemical, ADP Hunter fluorescence. MgcRacGAP-stimulated Rac1 GTP hydrolysis, ADP Hunter fluorescence; higher % means a stronger effect; GST-tagged Rac1 F28L mutant substrate. 340,000 tested, 0.6% active. AID 624330. one-dose inhibition, % at 30 µM; IC50 in µM for titrated hits;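 active = first-screen hits whose inhibition reached a set limit at any dose in the follow-up dose series; inconclusive = inhibition above the set first-screen limit but never retested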;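 note: fluorescence reports GDP produced by GAP-driven GTP hydrolysis; strong numbers were not always called active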
T cell modulator vesicle-bound %: further read-out of T cell modulator, marked with its call; double positive events, %; measured here: CD8+ vesicle-bound cell fraction;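 binding gate set so that unloaded-vesicle control wells show 10% double positive cells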
NTR1 ag cell count 20 µM: also measured in NTR1 ag; calls as there; cell count; measured here: cell count, cytotoxicity flag
Myeloid diff MLP GFP+ MAC1+ %: also measured in Myeloid diff MLP; calls as there; GFP+ MAC1+ double positive, %; measured here: differentiation confirmed by MAC1 staining
An asterisk follows results filed as active; i = inactive; u = inconclusive; x = not tested or not shown; [ ] = dose if it differs, or a comment.

SMILES	RSV CPE inhibition	K1F lysis inhibition	Myeloid diff MLP	Myeloid diff MLP GFP+ MAC1+ %	NTR1 ag	NTR1 ag cell count 20 µM	T cell modulator	T cell modulator vesicle-bound %	SV40 large T antigen	PhoP inhibition	TNAP activation fold	Rac1 GTP hydrolysis
CC(=O)Nc1ccc(-c2csc(NC(=O)C3=COCCO3)n2)cc1	-0.1%	-0.2%[50 µM]	i	0.6	-0.4	48	i	57.6	9.3%	-2.6%	x	4.3%
Cn1cc(Br)c(C(=O)NNC(=O)Nc2ccccc2C(F)(F)F)n1	1.5%	0.9%	i	0.7	-0.6	28	i	28.0	5.6%	10.9%	1.2	5.0%
O=S(=O)(NCC(c1ccc2c(c1)OCO2)N1CCOCC1)c1ccc(Cl)cc1 (centres undefined)	-0.6%	-1.0%	i	0.5	-0.5	69	i	36.6	15.8%	-2.7%	x	4.2%
CC(=O)c1c(CSc2ccccc2)oc2ccc(O)c(CN(C)C)c12	-1.3%	0.0%	i	0.4	0.8	97	i	34.4	0.9%	15.2%	x	12.8%
Clc1ccc(-c2nnc(-c3cccnc3)o2)cc1	2.4%	0.3%	i	0.2	0.0	46	i	38.6	1.5%	2.0%	x	4.8%
COc1ccc(Sc2ccccc2CN(C)C)cc1OC	-0.3%	0.8%	i	1.2	-0.3	62	i	56.4	9.2%	7.6%	1	7.0%
CC1CC(=O)N(C)c2ccc([N+](=O)[O-])cc2N1 (centres undefined)	3.5%	1.7%[50 µM]	i	1.4	0.6	60	i	7.2	6.0%	-62.2%	1.1	4.6%
CCOC(=O)c1[nH]c(C)c(C(=O)N2CCN(c3ccc(OC)cc3)CC2)c1C	0.7%	1.1%	i	0.2	-1.3	108	i	31.7	22.0%	-2.5%	1	18.0%
O=C(c1ccccc1)C(O)C(c1ccccc1)N1CCOCC1 (centres undefined)	2.7%	-0.1%	i	0.0	-0.2	90	i	11.3	5.2%	8.0%	x	12.5%
COc1ccc(NC(=O)NCc2ccncc2)cc1	1.3%	-3.1%	i	0.5	-5.3	100	i	21.2	-3.2%	-4.7%	1	4.1%
CN1CCN(CCCNC(=O)c2cc3c(=O)oc4ccccc4c3s2)CC1	-1.0%	1.7%	i	0.2	0.4	41	i	50.2	3.7%	-7.7%	1.1	16.4%
O=C(OCc1cnc(Cl)s1)c1c(F)cccc1F	0.2%	-1.0%	i	0.3	0.5	46	i	41.8	18.1%	1.7%	1	0.7%
O=C(NC1CCSc2ccccc21)c1cccc(Br)c1 (centres undefined)	1.6%	-0.1%	i	2.3	1.6	62	i	64.8	-0.7%	-7.6%	x	-0.9%
CC1CC(NC(=O)c2ncn[nH]2)CC(C)(C)C1 (centres undefined)	1.4%	2.2%	i	1.0	-1.1	41	i	63.0	-1.3%	2.1%	1.1	7.9%
CN(C)S(=O)(=O)c1ccc(/C(O)=C2/C(=O)C(=O)N(Cc3cccnc3)C2c2ccco2)cc1 (centres undefined)	0.1%	-0.1%	i	1.0	-0.3	46	i	31.9	4.5%	1.3%	1	13.2%
Cc1cc(=O)n2nc(-c3ccccc3)sc2c1C#N	0.6%	0.3%	i	0.9	0.3	47	i	24.9	-6.6%	11.8%	1	11.7%
CC(C(=O)N1CCCCC1)n1sc2ccccc2c1=O (centres undefined)	0.9%	0.9%	i	1.3	-0.8	31	i	45.8	4.0%	-6.2%	1.1	13.0%
Cc1cc(NC(=O)COc2ncnc3sc(C)c(C)c23)no1	0.7%	0.7%	i	0.6	-0.2	39	i	8.0	0.6%	-6.3%	1.1	9.2%
CCOc1cccc(-c2c(C(=O)N/N=C/c3cccnc3)nnn2-c2nonc2N)c1	0.6%	0.4%	i	2.8	2.4	77	i	60.4	3.7%	5.1%	x	4.9%
O=C(C(=S)N1CCOCC1)c1c[nH]c2ccccc12	1.8%	-0.3%	i	1.2	-0.4	71	i	14.6	1.3%	1.2%	1.1	1.5%
Cc1ccc(SCCOCCN2CCOCC2)cc1	-1.1%	-0.6%	i	0.8	-0.6	56	i	53.8	4.9%	7.7%	x	9.8%
Cn1c(CCNC(=O)c2ccco2)nc2cc([N+](=O)[O-])ccc21	1.3%	2.2%[50 µM]	i	1.3	-0.1	63	i	24.5	31.0%	-6.7%	x	6.8%
CC(C)(C)c1ccc(OCC(O)CN2CCN(C(=O)c3ccccc3)CC2)cc1 (centres undefined)	11.2%	2.7%	i	0.1	5.2	53	i	54.0	6.6%	-2.9%	x	26.7%
Cc1ccc(S(=O)(=O)Oc2ccccc2/C=N/N=C(N)N)cc1	17.1%	0.5%	i	0.6	2.5	79	i	49.6	-9.7%	5.2%	1	4.9%
O=C(NCCc1ccc(F)cc1)Nc1ccc([N+](=O)[O-])cc1	9.8%	0.2%	i	5.9	0.3	68	i	21.4	12.6%	6.3%	x	6.7%

Next section; it opens with the two that closed the last part.
SMILES	RSV CPE inhibition	K1F lysis inhibition	Myeloid diff MLP	Myeloid diff MLP GFP+ MAC1+ %	NTR1 ag	NTR1 ag cell count 20 µM	T cell modulator	T cell modulator vesicle-bound %	SV40 large T antigen	PhoP inhibition	TNAP activation fold	Rac1 GTP hydrolysis
Cc1ccc(S(=O)(=O)Oc2ccccc2/C=N/N=C(N)N)cc1	17.1%	0.5%	i	0.6	2.5	79	i	49.6	-9.7%	5.2%	1	4.9%
O=C(NCCc1ccc(F)cc1)Nc1ccc([N+](=O)[O-])cc1	9.8%	0.2%	i	5.9	0.3	68	i	21.4	12.6%	6.3%	x	6.7%
CCNC(=S)N/N=C/c1cc(Br)cc(Br)c1OC	0.8%	1.3%	i	4.9	9.2	48	i	27.7	8.0%	2.0%	1.1	4.0%
Cc1cc(NS(=O)(=O)c2ccc(NC(=O)COc3cc(C)c(Cl)c(C)c3)cc2)no1	7.1%	0.7%[50 µM]	i	0.5	6.5	51	i	13.5	x	x	x	3.9%
CC(C)(C)SCCNC(=O)CN1C(=O)c2ccccc2S1(=O)=O	0.5%	0.5%	i	0.7	-0.4	49	i	36.8	6.8%	-2.6%	1.2	3.0%
CCCN(CCC)c1nc(C)cc(C(C#N)c2nc3ccccc3o2)n1 (centres undefined)	-1.1%	x	x	x	x	x	i	16.8	0.1%	-0.4%	1.1	x
COC(=O)CSc1nnc(COc2ccc([N+](=O)[O-])cc2)n1C	0.0%	-0.6%	i	0.4	-0.5	23	i	35.1	13.2%	9.0%	1	2.8%
CCn1ncc(C2=NOC(C(=O)NCC(C)C)C2)c1C (centres undefined)	1.0%	0.4%	i	0.6	1.2	75	i	46.3	-7.0%	3.2%	1.2	10.5%
CC1(C)Cc2c(cnn2-c2cccc(F)c2)C(NC(=O)CSc2ccccn2)C1 (centres undefined)	4.8%	-0.1%	i	0.0	0.2	36	i	14.9	x	-5.4%	x	-12.4%
COc1ccc(NC(=O)c2cc3c(=O)n(C)c4ccccc4c3n2C)cc1Cl	3.9%	0.2%	i	0.6	14.2	65	i	59.7	8.8%	-12.6%	x	15.9%
CCOCCCNC(=O)CN1C(=O)CSc2ccccc21	-0.3%	-0.4%	i	2.4	-0.6	81	i	20.5	2.6%	-8.3%	1.1	7.8%
Cc1ccc(/C(N)=N/OC(=O)c2cccc(F)c2)cc1	-0.8%	0.8%	i	3.7	0.8	62	i	8.4	6.2%	7.2%	1.1	0.3%
CC(=O)Nc1ccc(C(=O)NN2C(=O)NC3(CCCCC3)C2=O)cc1	-1.0%	1.5%[50 µM]	i	0.6	0.8	78	i	9.1	8.4%	-3.5%	x	0.9%
COc1ccc(-n2nc(C(=O)NCC(=O)NC3CCCCC3)c3ccccc3c2=O)c(OC)c1	1.7%	0.4%	i	0.3	2.5	49	i	44.3	9.1%	6.3%	x	8.4%
N/N=C(\c1ccccc1)c1cc(Br)ccc1N	2.0%	0.0%	i	0.7	1.8	58	i	56.1	-4.2%	-1.0%	x	24.8%
O=C(Nc1ccc(O)cc1)c1ccc2c(c1)C(=O)N(Cc1cccnc1)C2=O	6.0%	-0.1%	u	x	-0.7	51	i	71.6	19.2%	5.7%	x	-6.9%
CCC(=O)c1ccc(OCC(=O)NC2(C#N)CCCCC2)cc1	-2.2%	-0.1%	i	0.8	-1.4	59	i	26.0	24.6%	-3.0%	1.2	-1.8%
COC(=O)c1cc(C(C)=O)n2ccccc12	2.7%	0.3%	i	0.7	0.4	39	i	54.1	-12.0%	-1.5%	1.1	11.9%
Cc1ccc(OCC(=O)N/N=C/c2ccc3c(c2)OCO3)cc1C	x	0.3%	i	0.1	x	x	x	x	5.8%	-8.2%	1.1	1.0%
COc1cccc(C(=O)NCC(=O)N/N=C/c2cccnc2)c1	-0.1%	0.5%	i	0.7	-1.4	62	i	10.0	7.8%	-8.4%	x	8.2%
CC(C)CC(=O)NCCCN1CCN(CCCNC(=O)CC(C)C)CC1	3.0%	0.1%	i	0.9	-3.1	112	i	53.5	7.7%	-5.2%	1.1	9.8%
C#CC(C)(C)NC(=O)c1sccc1Oc1ccc(F)cc1[N+](=O)[O-]	1.6%	0.7%	i	0.1	0.6	57	i	36.9	7.2%	4.9%	1	5.0%
Cc1nonc1NC(=O)CSc1nnnn1-c1ccccc1	1.1%	0.9%	i	0.5	-0.6	56	i	42.2	1.3%	3.2%	x	-3.5%
Cc1cccc(Cn2c(N(C)CCO)nc3c2c(=O)[nH]c(=O)n3C)c1	0.1%	3.4%	i	2.3	4.4	45	i	39.7	6.0%	3.1%	1	-2.3%
Cc1cc(NC(=O)Cc2cc(F)cc(F)c2)no1	0.6%	0.2%	i	0.8	-0.2	89	i	44.0	16.1%	-9.1%	x	7.1%
COc1ccc(CCNC(=O)COC(=O)c2cc(S(=O)(=O)NCc3ccccc3)ccc2O)cc1OC	0.5%	0.1%	i	1.2	1.5	61	i	20.7	19.2%	-13.8%	x	7.9%
Cn1c(-c2ccccc2)c(C#Cc2ccc(N)cc2)c2ccccc21	x	2.5%	i	0.8	7.7	57	i	32.3	x	x	x	11.0%
COc1ccc(CCNS(=O)(=O)c2ccc(-n3cnnn3)c(OC)c2)cc1OC	0.8%	2.2%	i	0.0	1.2	57	i	15.8	-9.0%	-4.9%	x	6.4%
CC(NC(=O)COc1ccc(/C=N/NS(=O)(=O)c2ccccc2)cc1)c1ccccc1 (centres undefined)	3.4%	0.0%	i	0.7	1.8	52	i	48.8	14.4%	11.3%	1.1	11.1%
